Compound activity as filed in PubChem.
Tau ThT inhib: inhibitors of human tau fibril formation, thioflavin T binding. recombinant tau K18 P301L, heparin-induced fibrillization, ThT fluorescence. P10636. 270,000 tested, 2.1% active. Potency, µM (top dose mostly 57.4 µM), for the others: at the highest dose activity, negative = inhibition, actives largely listed as inhibitors. AID 1460; further: on the % scale 0 is the no-effect control and ±100 the full control effect; nearly all actives have a fitted effect of over 55% in size
Target sequence (P10636 561-689 P618L limits assumed): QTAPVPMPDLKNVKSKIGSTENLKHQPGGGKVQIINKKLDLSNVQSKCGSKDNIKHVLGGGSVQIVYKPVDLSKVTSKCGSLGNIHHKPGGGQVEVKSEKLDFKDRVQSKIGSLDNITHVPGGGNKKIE
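In this qHTS, human K18 P301L tau is incubated with compound and heparin for 6 hr at 37 C, and Thioflavin T fluorescence then reports fibril load.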
HTT cytoprotect: cytoprotection in Huntington HTT-Q103 PC12 cell model. PC12 HTT-Q103 induced, cytoprotection, ATP luminescence, 40 h. Potency, µM (titrated, usually from 56.4 µM), inactives show cytoprotection (ATP increase), usual class: activators. 230,000 tested, 0.14% active;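 further: % of control where 0% means no effect; nearly all actives have a fitted effect of over 45% in size; toxic huntingtin expression switched on by the ecdysone agonist tebufenozide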
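Readout: ATPlite luminescence (ATP level). Model: stable PC12, inducible Htt exon1 Q103-GFP. Inducer: tebufenozide, 100 nM final. Compounds: dose series. No G418 in medium.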
Tau fluor counter: counter-screen for tau fibril formation inhibitors. tau K18 P301L Alexa594 fluorescence, heparin fibrillization. Potency, µM (series often up to 57.7 µM), inactives show top-dose activity change, negative = decrease. 280,000 tested, 0.93% active; further: on the % scale 0 is the no-effect control and ±100 the full control effect; nearly all actives have a fitted effect of over 55% in size
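Human tau K18 P301L (15 uM unlabeled, 0.24 uM Alexa 594-labeled) in 100 mM sodium acetate pH 7 with 20 uM heparin, 6 hr at 37 C. ThT 30 uM added, 1 hr ambient; Alexa 594 FP and total fluorescence read at 555/632 nm.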
KDM4E inh: JMJD2E (human) inhibition | JMJD2E catalytic domain, FDH-coupled NADH fluorescence (FDH is formaldehyde dehydrogenase) | 230,000 tested, 1.6% active | Potency, µM (titrated, usually from 57.1 µM), for the others: at the top dose activity change, negative = inhibition, usual class: inhibitors; active means well fitted inhibition curve with a large enough effect, not every such curve was filed as active; inconclusive means small, poorly fitted or top-dose-only effect, or another doubt; inactive means no such curve, though single readings can be large or run the other way;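 further: 0% = wells with enzyme and -100% = buffer wells without enzyme; nearly all actives have a fitted effect of over 50% in size; many of its hits are not listed in these tables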
Target sequence (B2RXH2 1-337 limits assumed): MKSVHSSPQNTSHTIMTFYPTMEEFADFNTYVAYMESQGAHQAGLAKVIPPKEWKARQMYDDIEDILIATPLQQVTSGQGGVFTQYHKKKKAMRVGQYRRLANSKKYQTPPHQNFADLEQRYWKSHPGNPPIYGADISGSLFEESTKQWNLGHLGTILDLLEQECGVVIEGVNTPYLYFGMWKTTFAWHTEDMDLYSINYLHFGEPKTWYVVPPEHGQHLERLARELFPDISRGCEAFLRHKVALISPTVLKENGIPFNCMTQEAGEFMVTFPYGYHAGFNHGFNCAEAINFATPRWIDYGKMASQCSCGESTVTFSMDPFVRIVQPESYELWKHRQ
SMN2 splice up: enhancers of SMN2 splice variant expression | HEK293 SMN2-luciferase splicing reporter, luminescence, 30-36 h | Potency, µM (series often up to 46.1 µM), without a hit: at the highest dose activity change, positive = activation, most hits filed as activators | 210,000 tested, 2.8% active | AID 1458; further: % of control where 0% means no effect; nearly all actives have a fitted effect of over 55% in size
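HEK293 cells carry an SMN2 […]–luciferase reporter in which exon 7 inclusion puts luciferase in frame. Cells were plated 10-12 h before compound addition, then incubated 30-36 h at 37C. ONE-Glo luminescence was read; sodium butyrate at 4.5 mM final served as control.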
Tau fibril FP: tau fibrillization inhibition (FP). K18 P301L tau heparin fibrillization, Alexa594 FP, 6 h. 280,000 tested, 0.39% active. P10636. Potency, µM (highest dose often 57.7 µM), for the others: at the top dose activity, negative = inhibition, hits mostly inhibitors. AID 1468; further: on the % scale 0 is the no-effect control and ±100 the full control effect; nearly all actives have a fitted effect of over 55% in size
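K18 P301L tau (15 uM unlabeled/0.24 uM Alexa 594-labeled, final) + compound + heparin 20 uM final; 100 mM NaOAc pH 7; 6 hr 37 C; ThT 30 uM final added, 1 hr RT; FP ex 555/em 632 nm.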
ALDH1A1 inh: inhibitors of human aldehyde dehydrogenase 1A1. P00352. Purified ALDH1A1, NADH fluorescence, propionaldehyde substrate. Potency, µM (highest dose often 75.3 µM), inactives show at the highest dose activity, negative = inhibition, usual class: inhibitors. 220,000 tested, 7.3% active. AID 1030; active means well fitted inhibition curve with a large enough effect, not every such curve was filed as active; inconclusive means small, poorly fitted or top-dose-only effect, or another doubt; inactive means no such curve, though single readings can be large or run the other way;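 further: plate controls were no enzyme wells and a reference inhibitor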
Target sequence (P00352 whole entry, looked up): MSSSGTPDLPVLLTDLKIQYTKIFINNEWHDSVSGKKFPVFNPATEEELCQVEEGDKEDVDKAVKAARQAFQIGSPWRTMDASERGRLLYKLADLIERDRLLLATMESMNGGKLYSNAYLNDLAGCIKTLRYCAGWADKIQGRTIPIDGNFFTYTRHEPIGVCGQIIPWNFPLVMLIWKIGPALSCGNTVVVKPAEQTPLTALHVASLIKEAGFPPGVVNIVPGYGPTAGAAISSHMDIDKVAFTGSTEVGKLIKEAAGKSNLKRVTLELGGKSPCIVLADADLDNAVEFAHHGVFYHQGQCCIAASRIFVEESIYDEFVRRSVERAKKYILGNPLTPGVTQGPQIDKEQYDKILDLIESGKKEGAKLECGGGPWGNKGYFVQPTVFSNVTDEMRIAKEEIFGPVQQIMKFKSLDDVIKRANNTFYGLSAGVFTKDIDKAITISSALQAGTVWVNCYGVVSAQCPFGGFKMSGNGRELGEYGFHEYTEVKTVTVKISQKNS
HTT aggregate: reduces HttQ103-GFP aggregates in PC12 cells; PC12 HttQ103-GFP aggregates, Acumen cytometry, 40 h; Potency, µM (top dose mostly 46.1 µM), for inactives: top-dose activity change, negative = inhibition, usual class: inhibitors; 220,000 tested, 1.1% active; further: on the % scale 0 is the no-effect control and ±100 the full control effect; nearly all actives have a fitted effect of over 60% in size
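Aggregates are detected as GFP objects 1–25 µm with signal 6 STDEV over background in lysates of induced PC12 cells. These carry Huntingtin exon 1 with 103 glutamines fused to GFP under an ecdysone promoter; compounds titrated.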
Active calls of the source: *; ? = inconclusive; . = not tested or not shown; & = joins results of further samples; [ ] = dose if it differs, or a comment. Unless noted, the call rests on the fitted dose curve; in most records, active means well fitted curve in the direction sought with a large enough effect; inconclusive means small, poorly fitted or top-dose-only effect, or another doubt; inactive means no such curve, though single readings can be large; an effect the other way counts as inactive or inconclusive. Potency means the concentration at half of the fitted maximal effect. Not all compounds are listed. The share of hits here may be higher or lower than overall.

item	Structure	Tau ThT inhib	HTT cytoprotect	Tau fluor counter	KDM4E inh	SMN2 splice up	Tau fibril FP	ALDH1A1 inh	HTT aggregate
1	CCC(=O)N1c2ccccc2NC2=C(C(=O)CCC2)C1c1ccco1 (stereo unspecified)	-8%	-43%[inhibitor]	-9%	-12%	.	-3%	?	-2%
2	C1CCc2c(nc3nnnn3c2NCC2CC2)C1	0%	5%[10 µM]	-9%	-4%	.	-14%	.	-24%[9.22 µM]
3	Cc1onc(-c2c(Cl)cccc2Cl)c1C(=O)NCc1cccs1	11%	-2%[10 µM]	-1%	-5%	-9%	-2%	-4%	4%
4	c1ccc2c(C[n+]3csc4ccccc43)cccc2c1	?	21%	-25%	?	-13%	?	10µM*	-4%
5	Cc1cc(C)n(/N=C/c2ccco2)c(=O)c1C#N	6%	-5%[10 µM]	11%	-15%	-7%	3%	0%	-2%
6	COc1ccc(C(=O)OCC(=O)N(C)C2CCS(=O)(=O)C2)cc1S(=O)(=O)N1CCCc2ccccc21 (stereo unspecified)	3%	-27%	-7%	-3%	0%	-2%	-6%	-2%
7	COc1cccc(-c2nc(CS(=O)(=O)CC(=O)Nc3cccc(C)c3C)c(C)o2)c1	?	-15%	-16%	8%	-17%	-15%	-1%	0%
8	O=C(NC1CCc2ccccc21)C1CCN(S(=O)(=O)c2ccc(Cl)cc2)CC1 (stereo unspecified)	7%	-93%[inhibitor][10 µM]	-2%	-8%	-12%	1%	7%	?
9	c1ccc2c(c1)OCC(c1csc3ncnc(N4CCCCC4)c13)O2 (stereo unspecified)	-12%	24%[10 µM]	-6%	-7%	-85%[inhibitor]	-1%	-6%	11µM*
10	Cc1c(Cl)cnc(NC(=O)COC(=O)c2nn(C)c(=O)c3ccccc23)c1Cl	-7%	11%[10 µM]	-8%	4%	13%	-1%	-1%	-2%
11	CN(C)C(=O)/N=N/C(=O)N(C)C	7.9µM*	.	-19%	-11%	-9%	14µM*	?	.
12	CC(C)(CSc1ncccn1)NS(=O)(=O)c1ccccc1	2%	0%	-6%	1%	2%	13%	?	-16%
13	C=C(C)C(O)/C=C/C=C/c1ccccc1 (stereo unspecified)	-20%[11.5 µM]	?	-14%[11.6 µM]	.	.	-5%[11.6 µM]	-13%[13.5 µM]	.
14	CCOC(=O)c1ccccc1NC(=O)COc1ccccc1	-16%	2%	-17%	-10%	10%	-6%	-14%	-26%
15	CC1CCCCN1CCCNC(=O)C1CCN(c2nc3ccccc3o2)CC1 (stereo unspecified)	-10%	-4%[10 µM]	-8%	-3%	10%	-1%	17%	0%
16	COc1cc(C(=O)Oc2ccc3c(OC)c4ccoc4nc3c2OC)cc(OC)c1OC	-5%	-48%[inhibitor]	-3%	-2%	-8%	4%	4%	.
17	O=C(Cn1nnc2c(cnn2-c2ccccc2)c1=O)N1CCN(c2ccccc2F)CC1	-5%	1%[10 µM]	-2%	-2%	8%	0%	-5%	-9%
18	OB(O)c1cc2ccccc2s1	-17%	-54%[inhibitor]	-13%	13%	-10%	4%	5%	.
19	COCCNc1nc(C)cc(-c2cc(C(=O)NC3CCCC3)on2)n1	6%	-12%[10 µM]	16%	-23%	.	8%	.	-31%[9.22 µM]
20	O=C(O)[C@H](CO)Nc1ncnc2sc3c(c12)CCC3	0%	8%	4%	-8%	-1%	-7%	0%	-1%
21	Cc1ccc(S(=O)(=O)CCNC(=O)Cc2ccc(Cl)cc2)cc1	2%	.	-4%	5%	1%	-1%	12%	7%
22	O=[N+]([O-])c1ccc(/C=N/N/C(=N/c2ccccn2)c2ccccn2)cc1	?	-28%	-12%	-7%	-4%	-6%	?	?
23	Cc1cc(NS(=O)(=O)c2ccc(NC(=O)CN3C(=O)c4ccccc4C3=O)cc2)nc(C)n1	2%	0%	-2%	2%	5%	-5%	9%	14%
24	COC(=O)C(CC(C)C)NC(=O)/C=C/c1ccc(Cl)cc1 (stereo unspecified)	-3%	.	-4%	0%	7%	0%	-2%	-12%
25	Cc1nn(-c2ccccc2)c(C)c1/C=N/NC(=O)CSc1nnc(SCc2cccc3ccccc23)s1	-5%	12%[10 µM]	-23%	7%	10%	-14%	?	-6%
26	CCCCC(=O)O[C@]1(C(=O)CO)CC[C@H]2[C@@H]3CCC4=CC(=O)CC[C@]4(C)[C@H]3[C@@H](O)C[C@@]21C	-17%	.	-16%	9%	-29%	5%	-2%	24%
27	O=C(C1CCN(C2CCN(C/C(Cl)=C/c3ccccc3)CC2)CC1)N1CCOCC1	4%	-9%[10 µM]	10%	-1%	.	-1%	4%	9%[9.22 µM]
28	CCSc1n[nH]c2nc3c(c(=O)n12)C1(CCCCC1)Cc1ccccc1-3	-1%	14%[10 µM]	-18%	?	.	1%	.	13%[9.22 µM]
29	COc1ccc(C(=O)NCC(=O)NCCc2c[nH]c3ccccc23)cc1OC	-3%	-28%	1%	0%	23%	10%	-1%	0%
30	CC(C)CNC(=O)c1ccccc1NC(=O)c1ccccc1N(C)S(C)(=O)=O	-12%	17%[1.9 µM]	-4%	1%	-33%[inhibitor]	-2%	?	-16%
31	CC(=O)Nc1ccc(OCC(O)CNC2CCCC2)cc1 (stereo unspecified)	?	-4%	-13%	-28%	16%	-4%	18µM*	?
32	O=C(O)c1cc(-c2cccc(Cl)c2)nc2nc(N3CCCCC3)sc12	-5%	3%[10 µM]	-2%	0%	.	-6%	?	2%
33	CCCNC(=S)N1CCC(c2nc3cc(C)c(C)cc3[nH]2)CC1	-3%	-18%	2%	0%	-13%	0%	10%	8%
34	O=C(O)c1cnc(-c2ccccc2)nc1Oc1ccccc1	-9%	-21%	0%	-6%	6%	1%	-1%	10%
35	COc1ccc(C(=O)C2C3C4COC(O4)C(=O)C3C3C=Cc4ccccc4N32)c(OC)c1 (stereo unspecified)	20µM*	13%[1.9 µM]	20µM*[fluorescent]	?	.	11µM*	?	.
36	COc1ccc(S(=O)(=O)N(c2onc(C)c2Cl)S(=O)(=O)c2ccc(OC)cc2)cc1	-11%	10%[10 µM]	-5%	-23%	?	-1%	-2%	13%
37	O=C(NCCc1c[nH]c2ccccc12)c1cnc2sccn2c1=O	-19%	-28%	-16%	-15%	14µM*	4%	-8%	-5%
38	CC(C)CCN(C)C1CCN(S(=O)(=O)c2cccc(C(F)(F)F)c2)CC1	-7%	-19%[0.074 µM]	2%	4%	12%	-2%	-7%	-26%
39	COc1ccc(C(=O)Nc2cc(OC)c(NC(=O)c3ccco3)cc2OC)cc1	?	-13%	?	?	-19%	5%	?	-21%
40	C/C(=N\NC(=O)c1nn(C)cc1Br)c1cccc(NC(=O)C2CCCC2)c1	2%	-3%	-2%	18%	1%	-3%	4%	4%
41	CC(=O)c1cccc(N(CC(=O)Nc2cccnc2)S(C)(=O)=O)c1	-2%	-6%[0.074 µM]	0%	4%	-9%	-5%	-3%	-14%
42	C=C(C)COc1ccc(-c2[nH]ncc2-c2ccc(OC)cc2)c(O)c1	-15%	8%[10 µM]	11µM*[quencher]	?	.	?	.	-30%[9.22 µM]
43	Cc1ccc(N2C(=O)C(CC(=O)Nc3cccc(F)c3)N(CCc3ccccc3F)C2=O)cc1 (stereo unspecified)	16%	.	?	.	-1%	?	.	.
44	COC(=O)c1ccc(-c2nc3ccc(C)cc3o2)cc1	?	-56%[inhibitor][10 µM]	-3%	?	4.5µM*	0%	?	7%
45	N#CC(c1ccc(F)cc1)c1ccc(C(=O)c2ccccc2)cc1 (stereo unspecified)	-17%	22%	-23%	0%	-48%[inhibitor]	1%	-39%	-8%[9.22 µM]
46	COc1cc(NC(=O)Cn2nnc(-c3ccccc3N)n2)cc(OC)c1	?	-4%[10 µM]	?	-5%	-13%	-3%	-5%	-18%
47	COc1ccc(C=O)cc1Cn1ccnc1	-8%	14%[10 µM]	-8%	0%	.	-4%	-70%	7%[9.22 µM]
48	Cc1ccsc1C1Nc2ccc3ncccc3c2C2=C1C(=O)CCC2 (stereo unspecified)	-21%	-46%	?	?	28%	1%	?	?
49	COc1cc2c(c(OC)c1)C(c1cc(OC)c(OC)c(OC)c1)CC(=O)N2 (stereo unspecified)	3%	.	5%	.	?	5%	.	.
50	CCc1nnc(NC(=O)C2CCN(c3nc(C)cc(C)n3)CC2)s1	-2%	19%	2%	-1%	.	4%	2%	-25%
51	Nc1[nH]ncc1C(=O)Nc1cccc(C(F)(F)F)c1	-4%	-3%	-21%	4%	2%	4%	14%	-6%
52	CN(Cc1cccnc1)C(=O)CC1C(=O)NCCN1Cc1ccc(-c2ccccc2)cc1 (stereo unspecified)	-1%	-27%	4%	?	-47%[inhibitor]	0%	16µM*	5%
53	COc1ccccc1OC[C@H](O)CO	.	?	.	2%[25.5 µM]	-10%[20.6 µM]	.	1%[20.9 µM]	10%[20.6 µM]
54	Cc1ccc(-c2noc(C3CCCN(C(=O)c4ccc(F)cc4F)C3)n2)cc1 (stereo unspecified)	-10%	7%[10 µM]	-10%	-7%	-41%[inhibitor]	9%	?	?
55	O=C(Nc1ccc(Cl)cc1Cl)N1CCN(c2ncccn2)CC1	?	16%[10 µM]	-18%	?	.	-8%	0%	1%[9.22 µM]
56	COc1ccc(CN2C=C3C(=O)C(C)(OC(=O)CCc4ccccc4)C(=O)C=C3C=C2c2ccc(C#N)cc2)cc1 (stereo unspecified)	?	-10%&4%[10 µM]	-9%[11.6 µM]	?	?	2%[11.6 µM]	3.5µM*	14%[9.22 µM]
57	COc1cc(O)c(C(CC(=O)N2CCCC2)c2cc(OC)c(OC)c(OC)c2)c(OC)c1 (stereo unspecified)	-7%	6%[10 µM]	-7%	5%	.	-2%	.	-13%[9.22 µM]
58	O=C(CCN1C(=O)c2ccccc2C1=O)NCCN1CCOCC1	5%	-1%[10 µM]	11%	-5%	11%	4%	1%	-9%
59	COC(=O)C1=C(C)NC(C)=C(C(=O)OC)C1c1ccc(OC(=O)c2oc3ccccc3c2C)c(OC)c1	7%	.	?	?	23%	-10%	?	23%
